HepG2 viability – counter-screen for TGF-b inhibitors: cytotoxicity in HepG2 cells. HepG2 CAGA-GFP viability, ATP luminescence, 18 h. Potency, µM (series often up to 46.1 µM), for inactives: at the top dose activity change, negative = cytotoxicity, actives largely listed as cytotoxic. 0.76% of 410,000 active; also: potency is read from the fitted curve at half-maximal effect; some results filed as inactive show a strong effect at the top dose
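CellTiter-Glo luminescence gave cytotoxicity after 18 hours at 37 degrees C. The cells were HepG2 CAGA-GFP in 1% FBS DMEM, stimulated with 500 pg/mL TGF-beta after compound addition. %Activity was normalised to no-cell wells (complete cell-killing) and DMSO (no toxicity), and curves were fitted and classified.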
A549 tox – A549 cytotoxicity, counter-screen for Nrf2 inhibitors; A549 ARE-Fluc cells, CellTiter-Fluor viability, 18-24 h; Potency, µM (top dose mostly 46 µM), for the others: at the highest dose activity change, negative = cytotoxicity, actives largely listed as inhibitors; 0.16% of 390,000 active; AID 504648; also: potency is read from the fitted curve at half-maximal effect; % is scaled to controls: 0 for no effect and ±100 for the full control effect
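Cytotoxicity counterscreen: CellTiter-Fluor fluorescence was measured in A549 ARE_Fluc cells after 18-24 h of compound exposure in a concentration series. The subsequent BugLite luminescent read reports ARE-luciferase activity.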
EPAC2 ag – agonists of human EPAC2 (RAPGEF4) | Q8WZA2 | EPAC2 activation, biochemical qHTS; response scale: 100% = 6.5 mM cAMP response | Potency, µM (series often up to 154 µM), for the others: at the highest dose activation, hits mostly activators | 0.079% of 360,000 active | AID 720711; also: potency is read from the fitted curve at half-maximal effect; nearly all actives have a fitted effect of over 50% in size
Target sequence (Q8WZA2 whole entry, looked up): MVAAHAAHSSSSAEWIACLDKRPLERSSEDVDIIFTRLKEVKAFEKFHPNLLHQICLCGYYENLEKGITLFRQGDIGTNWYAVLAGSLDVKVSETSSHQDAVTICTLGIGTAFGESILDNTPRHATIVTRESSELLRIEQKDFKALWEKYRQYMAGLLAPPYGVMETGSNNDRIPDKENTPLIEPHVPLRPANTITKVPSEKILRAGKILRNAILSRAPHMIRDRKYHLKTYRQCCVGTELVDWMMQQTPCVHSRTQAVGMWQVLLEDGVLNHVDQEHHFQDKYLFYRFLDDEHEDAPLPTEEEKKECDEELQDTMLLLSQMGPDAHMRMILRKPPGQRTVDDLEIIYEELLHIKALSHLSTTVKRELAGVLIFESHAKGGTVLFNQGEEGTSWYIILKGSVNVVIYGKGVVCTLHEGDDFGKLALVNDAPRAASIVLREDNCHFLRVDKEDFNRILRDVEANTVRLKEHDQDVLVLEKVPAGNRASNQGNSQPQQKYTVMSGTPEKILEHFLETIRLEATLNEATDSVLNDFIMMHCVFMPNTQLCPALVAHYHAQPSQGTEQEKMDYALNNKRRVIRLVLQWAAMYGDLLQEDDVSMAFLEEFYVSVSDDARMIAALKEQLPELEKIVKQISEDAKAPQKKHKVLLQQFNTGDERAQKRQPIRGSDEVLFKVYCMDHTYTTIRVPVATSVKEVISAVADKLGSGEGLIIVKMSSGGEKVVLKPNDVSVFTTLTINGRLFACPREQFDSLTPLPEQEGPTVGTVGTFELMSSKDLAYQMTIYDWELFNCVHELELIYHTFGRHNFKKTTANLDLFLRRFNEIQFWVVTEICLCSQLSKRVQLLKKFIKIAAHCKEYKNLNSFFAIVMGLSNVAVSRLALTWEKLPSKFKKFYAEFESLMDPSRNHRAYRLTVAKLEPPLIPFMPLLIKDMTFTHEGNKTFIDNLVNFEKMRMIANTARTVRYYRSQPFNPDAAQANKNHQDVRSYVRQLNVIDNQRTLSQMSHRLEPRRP
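Setup: EPAC2 100 nM, labeled Rap1B complex 250 nM, free GDP 50 uM. Compound titrations pinned in, brief spin, 5 min room temperature incubation. Kinetic fluorescence read over 30 min, normalized to 6.5 mM cAMP.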
IL-2 act – activators of IL-2. IL-2 activation reporter assay, cell-based qHTS; stimulated with anti-CD3/CD4/CD28 beads; in transgenic mouse T cells. AID 652025. 0.065% of 360,000 active. activation, % (series mostly up to about 46 µM); in the data active = activation above about 50%; inconclusive = mostly about 30% to 49%; also: 0% is about no effect
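Unstimulated transgenic mouse T cells; 60-min compound exposure; bead-based TCR/CD4/CD28 stimulation; 18 h culture, 37 degrees C; dual fluorescence (EGFP, DsRed) plate cytometry.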
Nrf2 block – blocks Nrf2 signaling. 2.1% of 360,000 active. Potency, µM (highest dose often 46 µM), inactives show at the top dose activity change, negative = inhibition, usual class: inhibitors. A549 ARE-Fluc reporter, luciferase luminescence, 18-24 h; also: potency is read from the fitted curve at half-maximal effect; % is scaled to controls: 0 for no effect and ±100 for the full control effect; nearly all actives have a fitted effect of over 60% in size
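In this cell-based qHTS, ARE-driven firefly luciferase in A549 cells reports Nrf2 activity; the luminescent signal after BugLite lysis is the measured value, with a prior CellTiter-Fluor read for cell health.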
ATXN2 expr inh – reduces ATXN2 reporter expression in HEK-293 cells; Potency, µM (doses to about 57 µM), for inactives: top-dose activity change, negative = inhibition, usual class: inhibitors; 0.72% of 360,000 active; HEK-293 ATXN2-luciferase reporter, luminescence, 24 h; also: potency is read from the fitted curve at half-maximal effect; % is scaled to controls: 0 for no effect and ±100 for the full control effect; nearly all actives have a fitted effect of over 55% in size
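ATXN2-luciferase reporter cells (luciferase flanked by upstream and downstream ATXN2 gene portions) were treated 24 h at 37 °C with compounds at up to 57 uM. SteadyGlo luminescence gave expression; GF-AFC fluorescence gave viability.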
Nrf2 ARE act – activates Nrf2 signaling. AREc32 ARE-luciferase reporter (MCF7-derived line), luminescence, 24 h. Potency, µM (top dose mostly 46.1 µM), for inactives: at the highest dose activation, usual class: activators. 0.31% of 410,000 active. AID 624171; also: potency is read from the fitted curve at half-maximal effect; % of control where 0% means no effect; nearly all actives have a fitted effect of over 65% in size
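Quantitative high-throughput format: AREc32 reporter cells, 1000 per well, received compound by pin transfer and were incubated 24 hr at 37 deg C, 5% CO2, before Steady-Glo luminescence detection.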
ATXN viability – viability counter-screen for ATXN expression inhibitors; S2 cells (HEK-293 line with an ATXN2-luciferase reporter) viability, CellTiter-Fluor protease fluorescence, 24 h; Potency, µM (highest dose often 56.7 µM), usual class: cytotoxic; 0.49% of 400,000 active; also: potency is read from the fitted curve at half-maximal effect; nearly all actives have a fitted effect of over 40% in size
TGFb SMAD3 inh – inhibitors of TGF-b signaling; Potency, µM (highest dose often 46.1 µM), for the others: at the highest dose activity, negative = inhibition, actives largely listed as inhibitors; 1.2% of 410,000 active; HepG2 CAGA-GFP TGF-b/SMAD3 reporter, GFP fluorescence, 18 h; TGF-beta stimulated, 500 pg/mL final; also: potency is read from the fitted curve at half-maximal effect; % is scaled to controls: 0 for no effect and ±100 for the full control effect; nearly all actives have a fitted effect of over 65% in size
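HEPG2 CAGA-GFP cells (1000/well, DMEM with 1% FBS) were pre-incubated 2 h at 37 degrees C, given compound by pin tool, then stimulated with TGF-beta at 500 pg/mL final for 18 h before per-cell GFP fluorescence imaging.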
* hit, by the source's call; i = inactive; u = inconclusive; x = not tested or not shown; & = joins results of further samples; [ ] = dose if it differs, or a comment. Unless noted, calls follow the shape of the dose curve; as a rule, active = well fitted curve in the direction sought with a large enough effect; inconclusive = small, poorly fitted or top-dose-only effect, or another doubt; inactive = no such curve, though single readings can be large; an effect the other way counts as inactive or inconclusive.

Sequence of screens – EPAC2 ag	IL-2 act	A549 tox	ATXN viability	Nrf2 block	Nrf2 ARE act	ATXN2 expr inh	TGFb SMAD3 inh	HepG2 viability
> COc1cccc(-c2cnc(C(O)c3ccc(SC)cc3)[nH]2)c1 (stereo not given)
  0%	0.5	x	i	x	0.6%[9.22 µM]	6%	-8%	-13%
> Cc1cc(C(=O)NNC(=O)c2ccc(Cl)cc2)no1
  3%	-3.7	8%	i	1%	-0.1%	8%	33%	16%
> CC(=O)Nc1cccc(NC(=O)CCCC2CCCCC2)c1
  -6%	-4.5	8%	i	3%	0.0%	15%	-26%	-25%
> COC(=O)c1cccc(NC(=O)c2cnn(C)c2)c1
  7%	1.1	-3%	i	17%	0.0%	20%	-1%	-36%
> Cc1cccc(OCC(=O)NCCCNC(=O)c2ccncc2)c1
  0%	-1.6	-2%	i	-2%	-0.5%	11%	8%	3%
> COCc1c(C(=O)OCC(=O)NCCN2C(=O)CSC2=O)oc2ccccc12
  -3%	-0.3	12%	i	-19%	0.3%	3%	0%	1%
> CCCCCCCCN1[C@@H](CC(=O)OCC)c2ccc(C(F)(F)F)cc2S1(=O)=O
  -6%	-4.3	-3%	i	-3%	0.2%	0%	u	-10%&-25%
> CCn1nnnc1NC(=O)c1cccc(OC)c1
  8%	3.7	3%	i	u	2.1%	28%	19%	-86%
> Cc1ccc(NCc2n[nH]c(=S)n2-c2ccccc2)cc1Cl
  7%	2.6	1%	i	-1%	-0.2%	x	2%	15%
> Cc1c(Cl)c(=O)oc2cc(OC(C)C)ccc12
  3%	0.7	-1%	u	-22%	4.1%	10%	-14%	-4%
> CC(=O)c1c(C)[nH]c(C(=O)NCc2ccccc2Cl)c1C
  -4%	-1.6	23%	i	u	2.2%	-5%	-2%	0%
> Cc1ccccc1C(=O)NNc1ncnc2c1cnn2-c1cccc(Cl)c1
  x	x	0%	i	x	0.5%	-26%	-20%	-26%
> COc1ccccc1Cn1cc(C(=O)c2ccc(C)cc2)c(=O)c2cc(C)ccc21
  x	x	-4%	i	u	0.5%	-3%	-1%	-1%
> CCc1ccccc1NC(=O)Nc1cc(C(=O)NCc2ccc(C)cc2)ccc1N1CCCC1
  x	x	2%	i	x	0.2%	0%	0%	4%
> CCC(C)NC(=O)CS(=O)Cc1nc(-c2cccc(OC)c2)oc1C (stereo not given)
  5%	3.7	-9%	i	-23%	-0.4%	-12%	5%	2%
> CN(C)CCn1cnc2c1c(=O)n(C)c(=O)n2C
  0%	-2.9	5%	i	7%	-1.4%	-8%	u	-1%
> COc1ccc(NC(=O)N(C)C[C@H]2OCc3cnnn3CCCC(=O)N([C@@H](C)CO)C[C@H]2C)c(OC)c1
  5%	1.3	x	i	x	-1.0%	5%	0%	7%
> COc1cc(NC(=O)C2CCCN(c3ncccn3)C2)cc(OC)c1 (stereo not given)
  7%	-2.5	-3%	i	-7%	-0.7%	-19%	-13%	-68%
> O=C(NCCc1ccccc1)C(=S)N1CCCCC1
  7%	1.4	-3%	i	3%	2.4%	23%	9%	4%
> CN(C(=O)COC(=O)c1cc[n+]([O-])cc1)c1ccccc1
  -8%	-2.4	1%	i	4%	-0.4%	4%	-9%	2%
> Cc1ccc(NC(=O)CS(=O)CC(=O)NC23CC4CC(CC(C4)C2)C3)cc1 (stereo not given)
  0%	-0.6	0%	i	u	2.3%	0%	-13%	-15%
> Cc1ccc(C(=O)C2CC2)c(C)c1
  9%	0.5	2%	i	-1%	0.2%	3%	14%	1%
> CCn1ncc(Br)c1C(=O)Nc1cccc(C(C)=O)c1
  -3%	-0.4	-5%	i	u	5.5%	-16%	11%	2%
> O=c1cc(-c2ccccc2Cl)oc2cc(O)cc(O)c12
  4%	0.0	-9%	i	-5%	3.1%	40%[activator]	-21%	-18%
> CCN(CC)S(=O)(=O)c1ccc(NS(=O)(=O)c2ccc(F)cc2)cc1
  8%	1.0	2%	i	-11%	-0.5%	-1%	7%	-17%
> O=[N+]([O-])c1cccc(S(=O)(=O)Nc2cccc(-c3ccc(N4CCOCC4)nn3)c2)c1
  -3%	0.3	1%	i	-8%	8.4%	15%	3%	-1%
> CCOc1ccc(CN2CCc3nc(N4CCN(c5ccccc5OC)CC4)ncc3C2)cc1OC
  x	x	u	u	x	3.4%	u	u	-9%
> Cc1ccccc1CNc1nnnn1C
  -4%	3.3	0%	i	3%	-1.5%	5%	4%	8%
> Nc1nncn1C(=O)CCCOc1ccc(Cl)cc1Cl
  2%	-2.8	3%	i	x	-0.3%	-1%	32%[activator]	2%
> Cc1ccc(NCC(=O)N/N=C/c2cccc(Oc3ccccc3)c2)cc1
  12%	-1.1	u	u	u	11%	u	u	-34%
> CN(C)CCOc1ccccc1-c1ccccc1
  7%	-3.8	u	i	13%	0.1%	-3%	-29%	-14%
> O=C(COc1ccc(Br)cc1Br)NC(=O)NC1CCCC1
  19%	-0.1	0%	u	u	6.9%	32%[activator]	u	3%
> CCc1cccc(NC(=O)CN2c3ccccc3S(=O)(=O)c3ccccc32)c1
  x	x	-14%	i	-22%	2.9%	-5%	u	-25%
> O=C(CCN1C(=O)C2C3C=CC(C3)C2C1=O)Nc1ccccc1F (stereo not given)
  4%	-0.6	-6%	i	x	-0.2%	2%	11%	14%
> O=C(Cn1c(=O)[nH]c2ccccc2c1=O)N1CCN(c2cccc(Cl)c2)CC1
  7%	0.7	0%	i	0%	0.1%	-17%	-7%	-26%
> COc1ccc(OC)c2sc(N3CCN(C(=O)C4CC4)CC3)nc12
  x	x	1%	i	x	3.2%	0%	-4%	-22%
> Cc1cc(Nc2nc(Cl)c(Cl)cc2Cl)n(-c2ccccc2)n1
  9%	-0.9	-6%	i	6%	5.4%	-17%	-8%	-2%
> CN(Cc1ccccc1)C(=O)c1ccc2c(c1)S(=O)(=O)N=C1CCCCCN12
  10%	0.1	1%	i	-7%	-0.2%	-8%	-9%	1%
> O=C(O)CCC(=O)OCc1c(-c2ccccc2)ncc2ccccc12
  4%	-2.0	-9%	i	0%	0.7%	8%	-1%	3%
> COc1cccc(-n2nnc3c(=O)n(Cc4ccccc4F)cnc32)c1
  10%	-2.3	-1%	i	0%	-0.5%	33%	-7%	0%
> COC(=O)C1CCN(C(=O)COC(=O)c2cccc(NS(=O)(=O)c3ccccc3)c2)CC1
  3%	-0.3	-2%	i	3%	0.2%	-4%	-14%	2%
> COc1ccc(-c2ccc3c(c2)c(-c2cccs2)c(-c2cc(OC)cc(OC)c2)n3C)cc1
  11%	1.0	-1%	i	4%	-0.9%	-2%	-3%	-13%
> CCCNC(=O)Cn1c(=O)/c(=C/c2ccc(-c3ccc([N+](=O)[O-])cc3)o2)s/c1=C\C(=O)C(C)(C)C
  -103%[inhibitor]	78*	u	i	-15%	8.3%	7%	55%[activator]	17%
> Cc1cc(N)n(-c2ccc(S(=O)(=O)N3CCCC3)cc2[N+](=O)[O-])n1
  0%	0.8	5%	i	6%	-0.2%	-2%	-1%	16%
> CCN(CC)S(=O)(=O)c1ccc2c(c1)c(=O)c(C(=O)NCCc1ccccc1)cn2C
  6%	-0.5	-2%&15%	i	u	0.0%&0.1%	-29%&-11%	13%&-4%	-1%&-6%
> C[C@@H]1CC[C@]2(O[C@@H](CCO)C[C@H](O)[C@H]2O)O1
  -7%	-0.1	-2%	i	1%	-1.5%	6%	18%	3%
> CN(C)N1C(N)=C(C#N)C(c2ccc(Br)cc2)C2=C1CCCC2=O (stereo not given)
  -4%	-2.2	-3%	i	5%	0.3%	4%	0%	13%
> c1ccc(-c2nnc(-c3ccccc3)nn2)cc1
  7%	-0.2	1%	i	u	u	65%[activator]	3%	-32%
> CCOc1ccccc1NC(=O)Nc1cc(S(=O)(=O)N(C)C)ccc1C
  1%	-0.4	1%	i	10%	3.4%	-14%	0%	-171%
> CCN(CC)C(=O)C1=C(C)N(Cc2ccc(F)cc2)C(=O)C(CC(=O)NCc2cccc3ccccc23)C1 (stereo not given)
  -2%	-1.5	x	i	x	2.8%	12%	-3%	1%
> Cc1nn(-c2ccc(Cl)c(Cl)c2)c(=O)c2ccccc12
  -6%	0.8	11%	i	u	9.3%	29%	0%	-2%
> O=C(CSc1nnc(Cn2nnc3ccccc32)o1)N(Cc1ccc(F)cc1)c1ccccc1
  15%	-1.1	u	i	5.8µM*	4.9%	-32%	11µM*	-22%
> O=C(Nc1nnc(C2CC2)s1)C1CCCO1 (stereo not given)
  4%	0.5	-9%	u	7%	0.1%	3%	0%	6%
> CC(=O)N1CCN(C(=O)c2cc(S(=O)(=O)N3CCN(c4ccccc4)CC3)ccc2Cl)CC1
  2%	-3.4	-7%	i	-9%	-0.5%	-4%	0%	6%
> CCN(CC)c1c([N+](=O)[O-])ncn1C
  3%	1.5	-5%	u	12%	0.2%	-2%	u	10%
> COc1ccc(-c2nc3cc([N+](=O)[O-])ccc3o2)cc1
  -3%	-0.2	-12%	i	u	u	48%[activator]	-17%	-20%

Another view of 2 compounds above:
Molecule	EPAC2 ag	IL-2 act	A549 tox	ATXN viability	Nrf2 block	Nrf2 ARE act	ATXN2 expr inh	TGFb SMAD3 inh	HepG2 viability
CCN(CC)C(=O)C1=C(C)N(Cc2ccc(F)cc2)C(=O)C(CC(=O)NCc2cccc3ccccc23)C1 (stereo not given)	-2%	-1.5	x	i	x	2.8%	12%	-3%	1%
Cc1nn(-c2ccc(Cl)c(Cl)c2)c(=O)c2ccccc12	-6%	0.8	11%	i	u	9.3%	29%	0%	-2%

From PubChem BioAssay
